NPC1 promoter act – qHTS Assay for NPC1 Promoter Activators; Huh7 NPC1 promoter luciferase reporter, 24 h; 320,000 tested, 2.4% active; AID 485313, 2010; Potency, µM (titrated, usually from 9.22 µM), for the others: at the highest dose activation, usual class: activators;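 further: % of control where 0% means no effect; nearly all actives have a fitted effect of over 60% in size; reporter is driven by a mutant NPC1 promoter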
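Stably transfected Huh7 (NPC1 promoter→luciferase), 1500 cells/well in Opti-MEM + 10% FBS, 2 h settle, then compound 24 h at 37 °C. Luminescence after 10 min with Amplite reagent.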
VP16 counter – VP16 counterscreen qHTS for inhibitors of ROR gamma transcriptional activity; Potency, µM (series often up to 53.6 µM), without a hit: top-dose activity, negative = inhibition, most hits filed as inhibitors; 310,000 tested, 3.5% active; Drosophila S2 Gal4-VP16 UAS-luciferase, luminescence, 20 h;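 further: Gal4-VP16 expression switched on by copper sulfate through the metallothionein promoter; on the % scale 0 is the no-effect control and ±100 the full control effect; nearly all actives have a fitted effect of over 50% in size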
FLuc modulator – qHTS profiling assay for firefly luciferase inhibitor/activator using purifed enzyme and Km concentrations of substrates (counterscreen for miR-21 project); purified FLuc, Km substrates, luminescence inhibition; Potency, µM (doses to about 57.5 µM), without a hit: at the top dose activity change, negative = inhibition, usual class: inhibitors; Luciferin 4-monooxygenase (Photinus pyralis), P08659; AID 588342, 2011; 360,000 tested, 6.9% active;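 further: plate controls were vehicle for no effect and reference inhibitor for full effect; nearly all actives have a fitted effect of over 55% in size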
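Purified P. pyralis luciferase, 10 nM final, with Km-level 10 uM D-luciferin and 10 uM ATP in 50 mM Tris acetate pH 7.5, 10 mM Mg acetate, 0.01% Tween-20, 0.05% BSA; 6-point qHTS titration about 60 µM downward; luminescence read.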
MBNL1-CUG inh – qHTS Assay for Inhibitors of MBNL1-poly(CUG) RNA binding; TR-FRET MBNL1-His/biotin-(CUG)12 binding, 665/545 ratio; Potency, µM (titrated, usually from 57.5 µM), without a hit: at the top dose activity change, negative = inhibition, most hits filed as inhibitors; 280,000 tested, 0.036% active; active means well fitted inhibition curve with a large enough effect in the signal ratio, with a control signal flat, not every such curve was filed as active; inconclusive means small, poorly fitted or top-dose-only effect, or effect the other way, or a change in a side signal; inactive means no such curve, though single readings can be large or run the other way; the % refers to the signal ratio; further: on the % scale 0 is the no-effect control and ±100 the full control effect
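Compounds (final 92 nM to 58 uM) are added to His-tagged MBNL1 and biotin-(CUG)12, then terbium anti-His antibody and streptavidin-XL665 (5 nM final). After 60 min at room temperature, the 665/545 nm ratio is read.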
BRCA1 expr up – qHTS Assay to Identify Small Molecule Activators of BRCA1 Expression | 380,000 tested, 1.1% active | Potency, µM (doses to about 46.1 µM), for inactives: at the highest dose activation, usual class: activators | MCF7-BRCA1-FFLuc reporter, luminescence, 48 h; response scale: scaled: vehicle 0%, 10 µM genistein 100%; further: nearly all actives have a fitted effect of over 80% in size; some results filed as inactive show a strong effect at the top dose
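Activators of BRCA1 expression were detected as increased firefly luciferase luminescence in engineered MCF7 cells after 48 h compound incubation. Signals were scaled to genistein 10 microM as full activation.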
Rab9 prom act – qHTS Assay for Rab9 Promoter Activators | Huh7 Rab9 promoter-luciferase reporter, luminescence, 24 h | Potency, µM (series often up to 9.22 µM), without a hit: at the highest dose activation, negative = inhibition, usual class: activators | 320,000 tested, 2.8% active; further: % of control where 0% means no effect; nearly all actives have a fitted effect of over 60% in size
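Luminescence read-out: Huh7 cells stably expressing Rab9-luciferase, treated 24 h with compound at 37 °C, then lysed with luciferase reagent for 10 min at ambient before reading.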
RORg inh – qHTS for inhibitors of ROR gamma transcriptional activity; Nuclear receptor ROR-gamma (Mus musculus), P51450; Drosophila S2 Gal4-RORgamma UAS-luciferase reporter, 20 h; Potency, µM (series often up to 53.6 µM), without a hit: at the top dose activity change, negative = inhibition, most hits filed as inhibitors; 310,000 tested, 5.4% active; AID 2551, 2010; further: on the % scale 0 is the no-effect control and ±100 the full control effect; nearly all actives have a fitted effect of over 60% in size
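Compounds are pin-transferred onto Drosophila Schneider cells expressing a copper-inducible Gal4–ROR gamma transactivation domain fusion. After 1 hr, copper sulfate is added to 700 uM final; luciferase is read 20 hr later.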
p53 reactivator – qHTS assay for re-activators of p53 using a Luc reporter; H1299 p53-A138V BP100-luciferase reporter, luminescence, 24 h; Potency, µM (highest dose often 92.2 µM), inactives show top-dose activity change, positive = activation, most hits filed as activators; 320,000 tested, 0.063% active; further: % of control where 0% means no effect; nearly all actives have a fitted effect of over 45% in size
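p53-null H1299 cells stably carrying temperature-sensitive p53-A138V and a BP100-luciferase reporter were pinned with compounds (4-point, 1:5 series) and held 24 hrs at 37 deg C. Luminescence was read 10 min after detection reagent.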
CXXC DNA block – qHTS Fluorescence Polarization Assay for Inhibitors of MLL CXXC domain - DNA interaction; Potency, µM (doses to about 115 µM), inactives show at the highest dose activity change, negative = inhibition, usual class: inhibitors; MLL-CXXC / FITC-HOXA9 DNA fluorescence polarization; 290,000 tested, 0.037% active; Histone-lysine N-methyltransferase 2A (Homo sapiens), Q03164; active means well fitted inhibition curve with a large enough effect in the polarisation, with a control signal flat, not every such curve was filed as active; inconclusive means small, poorly fitted or top-dose-only effect, or effect the other way, or a change in a side signal; inactive means no such curve, though single readings can be large or run the other way; the % refers to the polarisation
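Steps: dispense CXXC domain solution (7 uM) → pin compounds or unlabeled HOX-A9 DNA control → 5 min ambient → add FLSN-HOX-A9 solution (50 nM) → spin → 30 min ambient → fluorescence polarization. Tris pH 7.5/NaCl/DTT/BSA buffer.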
ELG1 genotoxic – qHTS screen for small molecules that induce genotoxicity in human embryonic kidney (HEK293T) cells expressing luciferase-tagged ELG1 | Potency, µM (top dose mostly 46 µM), for the others: at the highest dose activity change, positive = activation, hits mostly activators | HEK293T ELG1-luciferase reporter, luminescence, 16 h | 330,000 tested, 1.3% active; further: % of control where 0% means no effect; nearly all actives have a fitted effect of over 60% in size
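HEK293T cells expressing luciferase-tagged ELG1 were exposed to compound or DMSO vehicle for 16 hr at 37 °C and 5% CO2. Luciferase activity was then measured with ONE-Glo after 30 min at room temperature.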
uPA generation – qHTS for Inhibitors of Cell Surface uPA Generation; Potency, µM (titrated, usually from 38.3 µM), without a hit: at the top dose activity change, negative = inhibition, hits mostly inhibitors; 330,000 tested, 0.31% active; cell surface uPA generation assay, qHTS; active means well fitted inhibition curve with a large enough effect; inconclusive means small, poorly fitted or top-dose-only effect; inactive means no such curve, though single readings can be large or run the other way; tested in mouse RAW 264.7 cells; further: on the % scale 0 is the no-effect control and ±100 the full control effect; nearly all actives have a fitted effect of over 55% in size
Numbers without * were called inactive; [ ] = dose if it differs, or a comment. Unless noted, the call rests on the fitted dose curve; in most records, active means well fitted curve in the direction sought with a large enough effect; inconclusive means small, poorly fitted or top-dose-only effect, or another doubt; inactive means no such curve, though single readings can be large; an effect the other way counts as inactive or inconclusive. Potency means the concentration at half of the fitted maximal effect. Some of the compounds tested. The share of hits here may be higher or lower than overall.

`COc1cccc(C2SCC(=O)N2c2ccc(Br)cc2)c1OC` (configuration not stated) gave NPC1 promoter act -3%, VP16 counter inconclusive, FLuc modulator 1%, MBNL1-CUG inh 1%, BRCA1 expr up -1%, Rab9 prom act -4%, RORg inh -4%, p53 reactivator -5%, CXXC DNA block 19%, ELG1 genotoxic -1% and uPA generation 6%.
`O=C(NCC1CCN(C(=O)c2c(F)c(F)c(F)c(F)c2F)CC1)c1c(F)c(F)c(F)c(F)c1F` gave NPC1 promoter act 1%, VP16 counter 0%, FLuc modulator 3%, MBNL1-CUG inh -4%, BRCA1 expr up -15%, Rab9 prom act -4%, RORg inh -14%, p53 reactivator 9%, CXXC DNA block -5%, ELG1 genotoxic -10% and uPA generation inconclusive.
O=C(Nc1nnc(CCN2CCCCC2)s1)c1ccccc1Cl was read as NPC1 promoter act 0%, VP16 counter 28%, FLuc modulator 1%, MBNL1-CUG inh -2%, BRCA1 expr up 0%, Rab9 prom act 2%, RORg inh 41%, p53 reactivator -3%, CXXC DNA block 5%, ELG1 genotoxic -1% and uPA generation -1%.
For Oc1c(Cl)cc(Cl)cc1/C=N/c1nc(-c2ccc(Cl)cc2)cs1 the results were NPC1 promoter act -6%, VP16 counter 5%, FLuc modulator -14%, MBNL1-CUG inh -2%, BRCA1 expr up 15%, Rab9 prom act 15%, RORg inh -44%, p53 reactivator 20%, CXXC DNA block inconclusive, ELG1 genotoxic 4% and uPA generation 0%.
`Cc1ccc(N(CC(=O)N/N=C/c2ccc(OC3CSC3)cc2)S(=O)(=O)c2ccccc2)cc1` gave NPC1 promoter act -3%, VP16 counter -3%[0.365 µM], FLuc modulator 2%, MBNL1-CUG inh -10%, BRCA1 expr up -17%, Rab9 prom act -4%, RORg inh 8%, p53 reactivator 4%, CXXC DNA block 17%, ELG1 genotoxic -1% and uPA generation -7%.
O=C(NCCCN1CCOCC1)C(Sc1ccccc1)c1ccccc1 (configuration not stated) was read as NPC1 promoter act 0%, VP16 counter 21%, FLuc modulator 6%, MBNL1-CUG inh -5%, BRCA1 expr up 16%, Rab9 prom act 1%, RORg inh -6%, p53 reactivator 4%, CXXC DNA block 13%, ELG1 genotoxic 0% and uPA generation 7%.
For C[C@H](NC(=O)c1nc[nH]c1C(=O)NC1CCN(C(=O)OC(C)(C)C)CC1)C(=O)OC(C)(C)C the results were NPC1 promoter act 0%, VP16 counter 11µM*, FLuc modulator 1%, MBNL1-CUG inh 0%, BRCA1 expr up 6%, Rab9 prom act 5%, RORg inh inconclusive, p53 reactivator 1%, CXXC DNA block -16%, ELG1 genotoxic -6% and uPA generation -12%.
CCOC(=O)COc1c(/C=N\O)cc(Cl)cc1OC was read as NPC1 promoter act -3%, VP16 counter -20%, FLuc modulator 2%, MBNL1-CUG inh -5%, BRCA1 expr up -30%, Rab9 prom act 0%, RORg inh 6%, p53 reactivator -6%, CXXC DNA block -5%, ELG1 genotoxic 0% and uPA generation 2%.
`CN(C)c1ccc(CC(=O)c2nc3ccccc3s2)cc1` gave NPC1 promoter act inconclusive, VP16 counter -1%, FLuc modulator 8.5µM*, BRCA1 expr up inconclusive, Rab9 prom act 2.5µM*, RORg inh 12%[10 µM], p53 reactivator inconclusive, CXXC DNA block 29%, ELG1 genotoxic inconclusive and uPA generation -3%.
Screening O=C(Nc1ccc2c(c1)OCO2)O[C@@H]1C[C@H]2CCC(=O)N3CC[C@@H](C1)[C@@H]23 returned NPC1 promoter act 3%, VP16 counter 6%, FLuc modulator -2%, MBNL1-CUG inh -8%, BRCA1 expr up 5%, Rab9 prom act 8%, RORg inh -12%, CXXC DNA block -2%, ELG1 genotoxic -4% and uPA generation 2%.
Screening COc1ccc(C(=O)C2CCCN(C(=O)Cn3ccc(C)n3)C2)cc1OC (configuration not stated) returned NPC1 promoter act 2%, VP16 counter -3%, FLuc modulator -3%, MBNL1-CUG inh -9%, BRCA1 expr up 4%, Rab9 prom act -5%, RORg inh 12%, p53 reactivator 0%, CXXC DNA block -4%, ELG1 genotoxic 2% and uPA generation 6%.
`O=C(N/N=C/c1cccnc1)c1ccccc1[N+](=O)[O-]` gave NPC1 promoter act -3%, VP16 counter 1%, FLuc modulator 3%, MBNL1-CUG inh 17%, BRCA1 expr up 0%, Rab9 prom act 4%, RORg inh -3%, p53 reactivator 0%, CXXC DNA block 4%, ELG1 genotoxic 2% and uPA generation -5%.
CCC1CCC(N2CCN(c3ccccc3F)CC2)CC1 (configuration not stated) was read as NPC1 promoter act 2%, VP16 counter -12%, FLuc modulator 3%, MBNL1-CUG inh -9%, BRCA1 expr up 8%, Rab9 prom act -4%, RORg inh -8%, CXXC DNA block -1%, ELG1 genotoxic -4% and uPA generation 1%.
For N/C(=N\OC(=O)c1cccc([N+](=O)[O-])c1)c1cccnc1 the results were NPC1 promoter act -2%, VP16 counter 2%, FLuc modulator inconclusive, MBNL1-CUG inh inconclusive, BRCA1 expr up 4%, Rab9 prom act 4%, RORg inh 16%, p53 reactivator inconclusive, CXXC DNA block -1%, ELG1 genotoxic 9% and uPA generation -5%.
O=C(CSc1ccc2nnc(-c3ccc(F)cc3)n2n1)N1CCCc2ccccc21 was read as NPC1 promoter act -1%, VP16 counter -12%, FLuc modulator -1%, MBNL1-CUG inh 14%, BRCA1 expr up -25%, Rab9 prom act -7%, RORg inh -8%, p53 reactivator -19%, CXXC DNA block 22%, ELG1 genotoxic -8% and uPA generation 3%.
CCOc1cc(/C=N/NC(=O)NN(C)c2ncc(C(F)(F)F)cc2Cl)ccc1O was read as NPC1 promoter act 0%, VP16 counter -10%, FLuc modulator -1%, MBNL1-CUG inh 8%, BRCA1 expr up -5%, Rab9 prom act -1%, RORg inh 12%, p53 reactivator -1%, CXXC DNA block -1%, ELG1 genotoxic -7% and uPA generation 6%.
For CCN(CC)S(=O)(=O)c1cccc(C(=O)OCC(=O)N2CC(=O)Nc3ccccc32)c1 the results were NPC1 promoter act 0%, VP16 counter 0%, FLuc modulator 2%, MBNL1-CUG inh -5%, BRCA1 expr up 0%, Rab9 prom act -1%, RORg inh 2%, p53 reactivator -11%, CXXC DNA block -5%, ELG1 genotoxic -2% and uPA generation 1%.
CCc1c(C(C)S(=O)(=O)c2ccc(C)cc2)[nH]c(=O)n1-c1ccc(OC(F)(F)F)cc1 (configuration not stated) was read as NPC1 promoter act 4%, VP16 counter 6%, FLuc modulator -2%, MBNL1-CUG inh 0%, BRCA1 expr up -22%, Rab9 prom act -1%, RORg inh 3%, p53 reactivator 0%, CXXC DNA block -12%, ELG1 genotoxic -2% and uPA generation 6%.
`O=C(/C=C/c1ccco1)NC(=S)NNC(=O)c1ccco1` gave NPC1 promoter act 1%, VP16 counter 1%, FLuc modulator -14%, MBNL1-CUG inh inconclusive, BRCA1 expr up -26%, Rab9 prom act 0%, RORg inh inconclusive, p53 reactivator 12%, CXXC DNA block -2%, ELG1 genotoxic 0% and uPA generation -2%.
For Cc1ccc(N=Nc2cc(C)ccc2O)c(C)c1 the results were NPC1 promoter act inconclusive, VP16 counter -4%, FLuc modulator 4.8µM*, MBNL1-CUG inh -5%, BRCA1 expr up inconclusive, Rab9 prom act inconclusive, RORg inh -20%, p53 reactivator inconclusive, CXXC DNA block 0%, ELG1 genotoxic inconclusive and uPA generation 6%.
Screening CS(=O)(=O)N1CCN(c2ccc(C(=O)NC34CC5CC(CC(C5)C3)C4)cc2[N+](=O)[O-])CC1 returned NPC1 promoter act 1%, VP16 counter -18%, FLuc modulator -17%, MBNL1-CUG inh inconclusive, BRCA1 expr up -11%, Rab9 prom act -3%, RORg inh inconclusive, p53 reactivator 2%, CXXC DNA block 15%, ELG1 genotoxic -2% and uPA generation 0%.

Screening results: PubChem BioAssay, National Center for Advancing Translational Sciences (NCATS)
